Screens as filed in PubChem BioAssay.
mcGAS MS inh = inhibitors of Mus musculus cyclic GMP-AMP synthase, initial high-throughput assay, cell-free, RapidFire MS; 130,000 tested, 0.18% active; AID 1259397, 2018; inhibition, % at 12.5 µM; recombinant mouse cGAS, cGAMP by RapidFire MS; Q8C6L5;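 active means inhibition of cGAS enzyme activity at or above 60%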;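 further: enzyme stimulated by 45 bp dsDNA with ATP and GTP substrates; cGAMP share of summed cGAMP plus half ATP and half GTP signals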
Target sequence (Q8C6L5 whole entry, looked up): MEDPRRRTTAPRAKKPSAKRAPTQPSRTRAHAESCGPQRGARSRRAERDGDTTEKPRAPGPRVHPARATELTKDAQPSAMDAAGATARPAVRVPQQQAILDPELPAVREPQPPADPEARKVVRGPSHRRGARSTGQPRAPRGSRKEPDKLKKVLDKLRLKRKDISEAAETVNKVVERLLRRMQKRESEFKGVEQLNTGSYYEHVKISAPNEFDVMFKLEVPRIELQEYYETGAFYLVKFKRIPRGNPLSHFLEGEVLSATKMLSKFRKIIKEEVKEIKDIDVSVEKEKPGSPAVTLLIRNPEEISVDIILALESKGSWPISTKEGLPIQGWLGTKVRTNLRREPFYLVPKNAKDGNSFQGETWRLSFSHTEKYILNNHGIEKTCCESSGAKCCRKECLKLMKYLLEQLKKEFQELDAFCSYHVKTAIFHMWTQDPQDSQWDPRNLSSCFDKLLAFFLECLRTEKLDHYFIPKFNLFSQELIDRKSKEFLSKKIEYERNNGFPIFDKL
The depositor's hits bear a star. Not all compounds are listed; count on the stated rates, not on these rows.

How did Cc1ccc(S(=O)(=O)N2CCCc3cc(NC(=O)C4CCCCC4)ccc32)cc1 do in these assays?
mcGAS MS inh: -9.4

Results for COP(=O)(OC)C1(O)C2CCCC1C(c1ccccc1)NC2c1ccccc1 (configuration not stated) ?
mcGAS MS inh: -6.5

Results for OCc1cc2ccccc2nc1-c1ccc(-c2ccn[nH]2)cc1 ?
mcGAS MS inh: -11.5

What do the screens show for `OCC(O)/C=N\Nc1nc(Nc2ccccc2)nc(N2CCCCC2)n1` (configuration not stated)?
mcGAS MS inh: -7.5

How did CC(=O)COc1ncnc2c1cnn2-c1cc(C)cc(C)c1 do in these assays?
mcGAS MS inh: -8.8

Results for NS(=O)(=O)c1ccc(C(=O)NCCn2ncccc2=O)cc1 ?
mcGAS MS inh: 2.3

What do the screens show for `Cc1ccc2nc(C)c(NC(=O)c3ccc(S(=O)(=O)N4CCCCC4)cc3)c(=O)n2c1`?
mcGAS MS inh: -17.8

How did O=S(=O)(c1ccc2cccc3c2c1CC3)N1CCCCC1 do in these assays?
mcGAS MS inh: -11.8

What do the screens show for `COCC(C)n1c(C)cc(C(=O)Cn2cnc3c2c(=O)n(C)c(=O)n3C)c1C` (configuration not stated)?
mcGAS MS inh: -4.1

Results for COc1ccc(C)cc1NC(=O)C(C)Oc1ccc2ccc(=O)oc2c1 (configuration not stated) ?
mcGAS MS inh: -6.8

How did O=S(=O)(c1ccc(O)cc1)c1ccc(Cl)cc1 do in these assays?
mcGAS MS inh: -7.7

What do the screens show for `O=C(COc1cccnc1)N1CCCCC1CCn1cccn1` (configuration not stated)?
mcGAS MS inh: -19.0

Filtered by structure, the entries above with nitrogen in an aromatic ring
Results for OCc1cc2ccccc2nc1-c1ccc(-c2ccn[nH]2)cc1 ?
mcGAS MS inh: -11.5

What do the screens show for `OCC(O)/C=N\Nc1nc(Nc2ccccc2)nc(N2CCCCC2)n1` (configuration not stated)?
mcGAS MS inh: -7.5

How did CC(=O)COc1ncnc2c1cnn2-c1cc(C)cc(C)c1 do in these assays?
mcGAS MS inh: -8.8

Results for NS(=O)(=O)c1ccc(C(=O)NCCn2ncccc2=O)cc1 ?
mcGAS MS inh: 2.3

What do the screens show for `Cc1ccc2nc(C)c(NC(=O)c3ccc(S(=O)(=O)N4CCCCC4)cc3)c(=O)n2c1`?
mcGAS MS inh: -17.8

What do the screens show for `COCC(C)n1c(C)cc(C(=O)Cn2cnc3c2c(=O)n(C)c(=O)n3C)c1C` (configuration not stated)?
mcGAS MS inh: -4.1

What do the screens show for `O=C(COc1cccnc1)N1CCCCC1CCn1cccn1` (configuration not stated)?
mcGAS MS inh: -19.0

5 entries picked at random from those above:
What do the screens show for `O=C(COc1cccnc1)N1CCCCC1CCn1cccn1` (configuration not stated)?
mcGAS MS inh: -19.0

How did O=S(=O)(c1ccc(O)cc1)c1ccc(Cl)cc1 do in these assays?
mcGAS MS inh: -7.7

What do the screens show for `OCC(O)/C=N\Nc1nc(Nc2ccccc2)nc(N2CCCCC2)n1` (configuration not stated)?
mcGAS MS inh: -7.5

How did Cc1ccc(S(=O)(=O)N2CCCc3cc(NC(=O)C4CCCCC4)ccc32)cc1 do in these assays?
mcGAS MS inh: -9.4

Results for COP(=O)(OC)C1(O)C2CCCC1C(c1ccccc1)NC2c1ccccc1 (configuration not stated) ?
mcGAS MS inh: -6.5

Remaining list, next part.
Results for C=c1[nH]/c(=C(/C)c2ccc(Cl)cc2)c(=O)o1 ?
mcGAS MS inh: -8.0

What do the screens show for `CCNC(=O)CN1CCCN(C(=O)CSc2ccc(Cl)cc2)CC1`?
mcGAS MS inh: 1.9

What do the screens show for `COc1ccccc1C(C)SCc1cnc(C)cn1` (configuration not stated)?
mcGAS MS inh: -2.1

How did COc1ccc(C(=O)N2CCCC2)c(OC2CCN(C(=O)C3CC=CCC3)CC2)c1 (configuration not stated) do in these assays?
mcGAS MS inh: -13.1

How did CCc1nccn1CCNC(=O)c1cccc(C2CCNC2)c1 (configuration not stated) do in these assays?
mcGAS MS inh: -2.9

How did CCCc1c(C)nc2c(-c3ccccc3)c(C)[nH]n2c1=O do in these assays?
mcGAS MS inh: 2.8

Results for Cc1c(C(=O)NC2CCCC2)sc(=O)n1Cc1cccc(C(F)(F)F)c1 ?
mcGAS MS inh: -6.5

How did CN1CCc2cc(C(CNC(=O)c3ccc(-c4ccccc4)cc3)N3CCOCC3)ccc21 (configuration not stated) do in these assays?
mcGAS MS inh: -6.0

Results for CCn1ncnc1CN1CCC(Cc2nn(C)c(=O)n2CC)CC1 ?
mcGAS MS inh: 13.5

What do the screens show for `CC(=O)N1CCC(C(=O)NC(c2ccc(F)cc2)c2cccs2)CC1` (configuration not stated)?
mcGAS MS inh: 6.1

What do the screens show for `CS(=O)(=O)N1CCc2cc(Br)ccc21`?
mcGAS MS inh: 1.6

What do the screens show for `CCN(CC)S(=O)(=O)c1ccc(N/N=C2\CC(C)CC(C)(C)C2)nc1` (configuration not stated)?
mcGAS MS inh: 3.1

What do the screens show for `NC(=O)c1cccnc1Sc1nnnn1C1CC1`?
mcGAS MS inh: -1.0

What do the screens show for `COc1cccc(OC)c1C(=O)Nc1c(C)nc2c(C)cccn2c1=O`?
mcGAS MS inh: -9.2

What do the screens show for `COCCN(Cc1ccc(Cl)s1)c1ccc(OC)c(OC)c1`?
mcGAS MS inh: 0.8

Results for Cc1nc2ccccn2c(=O)c1NC(=O)c1ccc(F)cc1 ?
mcGAS MS inh: -9.4

Results for CCOC(=O)NC(C(=O)Nc1nncs1)C(C)C (configuration not stated) ?
mcGAS MS inh: 5.5

How did Cc1ccc(NC2CCCN(C(=O)CCC(F)(F)F)C2)cc1C (configuration not stated) do in these assays?
mcGAS MS inh: -0.5

What do the screens show for `CC(O)c1ccc(N2CCN(CC(=O)N(C)c3ccccc3)CC2)c(F)c1` (configuration not stated)?
mcGAS MS inh: -7.3

How did CC(=O)Nc1cccc(NC(=O)Cc2ccccc2C)c1C do in these assays?
mcGAS MS inh: -5.2

What do the screens show for `COc1ccccc1C1(CNC(=O)c2cnc(C)cn2)CCCC1`?
mcGAS MS inh: -7.8

What do the screens show for `CN1C(=CC=C2C(=O)CC(C)(C)CC2=O)C(C)(C)c2ccccc21`?
mcGAS MS inh: -6.8

How did CCc1cc(N2CCC(NC(=O)c3ccc4cc[nH]c4c3)CC2)ncn1 do in these assays?
mcGAS MS inh: -5.4

How did COc1cc(OC)cc(C(=O)NCC2CCCN(C(=O)CCSC)C2)c1 (configuration not stated) do in these assays?
mcGAS MS inh: 7.3

How did COC(=O)C1=CO[C@@H](C)[C@H]2CN3CCc4c([nH]c5ccccc45)[C@@H]3C[C@H]12 do in these assays?
mcGAS MS inh: -5.6

Results for C#CCOCC1CCCN(S(=O)(=O)Cc2ccccc2)C1 (configuration not stated) ?
mcGAS MS inh: -7.1

Results for CN(CC1CCCN(CCc2cccc(C(F)(F)F)c2)C1)C(=O)c1ccccn1 (configuration not stated) ?
mcGAS MS inh: -6.8

Results for COc1ccc(-c2ccc(NS(C)(=O)=O)nc2)c(OC)c1OC ?
mcGAS MS inh: -19.6

Results for Cc1cc(=O)[nH]c(-n2nc(-c3cccs3)cc2NC(=O)COc2ccccc2F)n1 ?
mcGAS MS inh: -2.7

What do the screens show for `COc1ncccc1-c1nc(C(F)(F)F)nc(C)c1C`?
mcGAS MS inh: -27.8

How did O=C(CC1CSc2nccc(=O)n21)NCc1cccs1 (configuration not stated) do in these assays?
mcGAS MS inh: -7.3

How did Cc1ccc(-c2csc3ncnc(NCC4COCCO4)c23)cc1C (configuration not stated) do in these assays?
mcGAS MS inh: -6.6

Results for Cc1ccc(Cn2c(C)c(C(=O)NCc3cccc([N+](=O)[O-])c3)sc2=O)cc1 ?
mcGAS MS inh: -2.8

How did COC1CCN(C(=O)CC2C(=O)NCCN2CC(c2ccccc2)c2ccccc2)CC1 (configuration not stated) do in these assays?
mcGAS MS inh: -0.9

What do the screens show for `O=C(CN1CCN(S(=O)(=O)c2ccc(Cl)cc2)CC1)NC1CCCCC1`?
mcGAS MS inh: 3.5

What do the screens show for `CC(C)c1noc(CCn2ccnc2-c2ncc[nH]2)n1`?
mcGAS MS inh: -4.1

How did O=C1c2cccc3cccc(c23)C(=O)N1CC1CCN(CC(O)COc2ccc3ccccc3c2)CC1 (configuration not stated) do in these assays?
mcGAS MS inh: -9.8

Results for O=C(O)c1nc(C2CC2)n(-c2ccccc2Cl)n1 ?
mcGAS MS inh: -3.5

How did O=C(Cn1ccc(=O)c2sccc21)Nc1ccc(Br)cc1 do in these assays?
mcGAS MS inh: -8.0

Results for CCc1nc(SCC(=O)NC(=O)NC2CC2)n[nH]1 ?
mcGAS MS inh: -2.4

What do the screens show for `c1csc(-c2nnc(SCc3ccc4c(c3)OCO4)n2C2CC2)c1`?
mcGAS MS inh: -3.4

How did Cc1ccc(-n2cccn2)c(CN(C)CC2CCN(Cc3ccc(C)o3)CC2)c1 do in these assays?
mcGAS MS inh: -5.9

Results for COc1cccc(NC(=O)NNC(=O)c2ccc(=O)n(Cc3ccc(C)cc3)c2)c1 ?
mcGAS MS inh: -2.0

Results for Cc1ccccc1NC(=O)CC(=O)N(C)Cc1snnc1C ?
mcGAS MS inh: -7.2

What do the screens show for `CC(C)(C)c1cc(NC(=O)CSc2nnc(-c3cccs3)n2C2CC2)on1`?
mcGAS MS inh: 2.9

How did COc1ccc(CN2CCN(C(C)C(=O)Nc3ccc(Br)cc3)CC2)cc1F (configuration not stated) do in these assays?
mcGAS MS inh: -5.0

How did COc1ccc(NC(=O)C2CC=CCC2C(=O)N2CCN(c3ccccn3)CC2)cc1 (configuration not stated) do in these assays?
mcGAS MS inh: -1.4

What do the screens show for `CN(C)C(=O)OCCCc1n(C)cc[n+]1C`?
mcGAS MS inh: -5.3

Results for CC(C)Cc1nc(C2(Cn3ccnc3)CC2)n(-c2ccccc2)n1 ?
mcGAS MS inh: -18.1

How did O=C(CCC1=NNC(=O)CC1)NCc1ccc2nsnc2c1 do in these assays?
mcGAS MS inh: -19.7

What do the screens show for `COc1c2c(c(OC)c3occc13)OC1(CCN(Cc3ccc(C(C)C)cc3)CC1)CC2=O`?
mcGAS MS inh: -7.6

Results for COc1ccc(-c2c(C)sc(=Nc3ccccc3)n2N2CCOCC2)cc1 ?
mcGAS MS inh: -4.7

Results for Cc1nccn1CCC(=O)N1CCN(Cc2ccc(F)cc2)C(=O)C1 ?
mcGAS MS inh: -9.7

Results for CC1CCN(CC(O)CN2CCN(Cc3nccn3C)C(C)C2)CC1 (configuration not stated) ?
mcGAS MS inh: -15.4

How did CCN(Cc1ccncc1)Cc1cccc(C(=O)Nc2nccs2)c1 do in these assays?
mcGAS MS inh: 24.6

How did Cc1occc1C(=O)OCn1nnc2ccccc2c1=O do in these assays?
mcGAS MS inh: -4.3

How did Cc1ccccc1CC(=O)NNC(=O)C1CCCCC1 do in these assays?
mcGAS MS inh: -4.3

How did CN(C)CCP(=O)(c1ccccc1)c1ccccc1 do in these assays?
mcGAS MS inh: 50.9

What do the screens show for `CCOc1ccc(C(=O)NCCNS(=O)(=O)c2ccc(Cl)cc2)o1`?
mcGAS MS inh: -9.8

What do the screens show for `Cc1ccc(-c2cc(O)c3c(c2)CN(Cc2snnc2C)CCO3)s1`?
mcGAS MS inh: -30.5

What do the screens show for `COCCn1cnnc1CCNC1CCC2(CCNCC2)CC1`?
mcGAS MS inh: -13.3

What do the screens show for `COc1cc(NC2CCS(=O)(=O)CC2)ncn1`?
mcGAS MS inh: -18.7

How did CC1(C)CC(=O)C2=C(C1)OC(c1cccs1)C(C#N)C2=N (configuration not stated) do in these assays?
mcGAS MS inh: -7.8

How did O=S(=O)(NC1CCCOc2ccc(F)cc21)C1=Cc2ccccc2CC1 (configuration not stated) do in these assays?
mcGAS MS inh: -1.5

How did COc1cccc(C(=O)N2c3ccccc3CC2C)c1O (configuration not stated) do in these assays?
mcGAS MS inh: -7.9

Results for CCNC(=O)C1(C)CCCN(Cc2cc(-c3ccccc3)nn2C)C1 (configuration not stated) ?
mcGAS MS inh: -9.5

What do the screens show for `O=c1c2cnn(C3CCS(=O)(=O)C3)c2ncn1Cc1ccc(Cl)cc1` (configuration not stated)?
mcGAS MS inh: -5.5

What do the screens show for `CCCn1c(SCC(=O)N(CC(C)C)CC(C)C)n[nH]c1=O`?
mcGAS MS inh: -35.9

How did CN(C)Cc1ccc(NC(=O)C2CCN(C(=O)N3CCCC3)CC2)cc1F do in these assays?
mcGAS MS inh: -12.2

How did O=[N+]([O-])c1ccc(OC(F)F)c(C=NNc2ccc([N+](=O)[O-])cc2C(F)(F)F)c1 do in these assays?
mcGAS MS inh: 46.6

How did CCS(=O)(=O)NCCc1csc(-c2ccc(OC)c(OC)c2)n1 do in these assays?
mcGAS MS inh: -7.9

What do the screens show for `Cc1nc(-c2ccncc2)ncc1C(C)NC(=O)CCc1cccs1` (configuration not stated)?
mcGAS MS inh: 1.4

How did O=S1(=O)CCC(S(=O)(=O)NCc2ccccc2)C1 (configuration not stated) do in these assays?
mcGAS MS inh: -1.0

Results for O=C(NCCN1CCc2ccccc2C1)C1CC(=O)N(Cc2ccncc2)C1 (configuration not stated) ?
mcGAS MS inh: -4.7

What do the screens show for `Cc1cc(C)nc(Cc2nc3ccc(Br)cc3c(=O)[nH]2)n1`?
mcGAS MS inh: -9.4

Results for O=C(NCCOc1cc(N2CCCCC2)ncn1)Nc1ccccc1Cl ?
mcGAS MS inh: 1.6

Results for CCCCNc1cc(=O)n(-c2ccccc2C)nc1C(=O)OCC ?
mcGAS MS inh: -6.5

What do the screens show for `CCCc1nc2c(c(=O)c3ccccc3n2C)c(=O)n1CCCOC`?
mcGAS MS inh: -2.2

How did c1cc2nc(NC3CCCC3)ccn2n1 do in these assays?
mcGAS MS inh: -2.2

How did CCN(C(=O)CSc1nnc(-c2ccncc2)n1C)c1ccc(F)cc1 do in these assays?
mcGAS MS inh: -4.9

Results for NC(=O)c1ccc(CN(CC(=O)Nc2ccc(F)c(F)c2)C2CC2)cc1 ?
mcGAS MS inh: -1.7

How did C[n+]1csc2ccccc21 do in these assays?
mcGAS MS inh: -7.0

How did Cc1ccc(-c2ccc(=O)n(CCCNC(=O)C(C)Oc3ccc4c(c3)OCO4)n2)cc1 (configuration not stated) do in these assays?
mcGAS MS inh: 5.4
